# HCV inhibitor: inhibitors of hepatitis C virus infection. Huh7.5.1 HCVcc-Cre infection, luciferase reporter, 44 h. Potency, µM (top dose mostly 41.8 µM), inactives show at the top dose activity change, negative = inhibition, most hits filed as inhibitors. 3.4% of 340,000 active
#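 Compounds are dispensed onto cells plated 4 h earlier at 1,000 per well, with HCVcc-Cre virus (about 0.5 moi) added next. Following 44 h of culture, luminescent signal is measured for 15 sec after 15 min with substrate at room temperature.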
# Tb PYK inh: blocks Trypanosoma brucei pyruvate kinase; 0.12% of 410,000 active; AID 624173; Potency, µM (highest dose often 76.8 µM), for inactives: top-dose activity, negative = inhibition, usual class: inhibitors; TbPYK enzyme, Kinase-Glo Plus ATP luminescence, 45 min; also: nearly all actives have a fitted effect of over 50% in size
#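 Screened from lowest to highest concentration, compounds were pinned into TbPYK/substrate mixtures, and ADP (130 uM final) was added. Plates sat at room temperature for 45 min prior to Kinase-Glo Plus detection by luminescence.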
# * hit, by the source's call; ? = inconclusive; [ ] = dose if it differs, or a comment. Calls follow the shape of the dose curve; as a rule, active = well fitted curve in the direction sought with a large enough effect; inconclusive = small, poorly fitted or top-dose-only effect, or another doubt; inactive = no such curve, though single readings can be large; an effect the other way counts as inactive or inconclusive. % is scaled to controls: 0 for no effect and ±100 for the full control effect; potency is read from the fitted curve at half-maximal effect. An excerpt, so the mix of outcomes need not match the whole.
SMILES,HCV inhibitor,Tb PYK inh
COC(=O)C(CCC(C(=O)OC)N1C(=O)c2ccccc2C1=O)N1C(=O)c2ccccc2C1=O (stereo unspecified),33%[activator],-9%
N#Cc1ccccc1NC(=O)CSc1n[nH]c(=O)n1C1CC1,8%,0%
Cc1cc(-c2ccccc2)cc(C)n1,3%,-6%
CCOc1ccc(NC(=O)CNc2cccc(S(=O)(=O)N3CCCCCC3)c2)cc1OCC,11µM*,0%
Cc1ccc(S(=O)(=O)Nc2ccc3ccccc3c2)cc1,-5%,0%
O=C(N1CCN(S(=O)(=O)c2ccc(Cl)cc2)CC1)n1ccnc1,3%,5%
COC(=O)C1CN(Cc2ccccc2)C(=O)C1=O (stereo unspecified),2%,-1%
O=C1c2cccc3c2N(CCC3)C(=O)C1(F)c1ccccc1 (stereo unspecified),-8%,-2%
CC(C)N(Cc1ccccc1)C(=O)CN1C(=O)NC2(CCOc3ccccc32)C1=O (stereo unspecified),-4%,-11%
N#CCCCCn1ccc(NC(=O)c2ccc(Cl)cc2O)n1,-2%,0%
CC(C)[C@H](NC(=O)c1ccccc1)C(=O)OCC(=O)Nc1ncc(Cl)cc1Cl,-9%,-5%
CCCCCCSc1ccc(-c2nc3cnccn3c2NCCCC)cc1,16%,2%
C(COC1CC2CC1C1C2CC2OC21)OC1CC2CC1C1C2CC2OC21 (stereo unspecified),7%,-8%
O=C(CCCCCCCC(=O)N1CCCC1)N1CCCC1,-2%,-2%
Cc1cc(C(=O)Nc2cccc3c2O[C@@H](CN(C)S(=O)(=O)c2ccccc2)[C@H](C)CN([C@@H](C)CO)C3=O)n(C)n1,13%,-4%
COc1ccc(NS(=O)(=O)c2ccc(O)c(NS(=O)(=O)c3ccc(NC(C)=O)cc3)c2)cc1,6%,1%
CCN(C(=O)COC(=O)c1ccccc1O)c1cccc2ccccc12,?,1%
CC1CCN(c2ccc3c(c2)S(=O)(=O)c2ccccc2C3=O)CC1,?,1%
CN(c1ccccc1)c1ccc(/C=C(/CCC(=O)O)c2nc3ccccc3s2)cc1[N+](=O)[O-],0%,0%
COC(=O)[C@]1(C)N[C@H](CN(C)C(=O)c2ccc(C)cc2)[C@@H]2C(=O)N(C)C(=O)[C@@H]21,36%[activator],4%
CC[C@]12c3[nH]c4cc(CCC(=O)N(C)C)ccc4c3CCN1C(=O)[C@@H](CC(=O)NCCCN(C)C)C[C@@H]2C(=O)N1CCN(C(=O)C2CC2)CC1,14%,0%
COCCCNC(=O)CC1C[C@H](C(=O)N2CCCCC2)[C@@]2(CCc3ccccc3)c3[nH]c4ccccc4c3CCN2C1=O (stereo partly specified),35%[activator],-1%
CCCCN(C(=O)C1CC(=O)N(CCc2ccc(OC)c(OC)c2)C1)c1c(N)n(CC(C)C)c(=O)[nH]c1=O (stereo unspecified),13%,2%
CC[C@@]1(C(=O)OC)N[C@H](CN(C)C(=O)Nc2ccc(OC)cc2)[C@@H]2C(=O)N(C)C(=O)[C@@H]21,-74%,2%
C=CC[C@@H](CC(=O)NCCO)C(=O)N[C@@H](C)COC(=O)[C@@H](CC=C)Cc1ccc(F)cc1,4%,-2%
CC[C@@H]1C(c2ccc(F)cc2)=NN(c2ccc(Br)cc2)[C@H]1C(=O)N1CCOC1=O,-1%[8.37 µM],2%
CC[C@]12C(=O)N(C)C[C@H]([C@@H]3C(=O)N(C)C(=O)[C@@H]31)N2C(=O)c1ccc(C)cc1,14%,2%
CCOC(=O)N1CCN(C(=O)CSc2nc3nc(C)cc(C)n3n2)CC1,34%[activator],-6%
CC(C)=CC1C(C(=O)NCCc2ccccc2)C1(C)C (stereo unspecified),26%,2%
C=CCC1(CCCCC)C(=O)NC(=S)NC1=O,14%,1%
Cc1cccc2c(N=NC(=O)C(C)n3cnc4ccccc4c3=O)c(O)[nH]c12 (stereo unspecified),0%,-13%
CC1CCc2c(sc3ncnc(SCC(=O)N(C)C4CCS(=O)(=O)C4)c23)C1 (stereo unspecified),-14%,-5%
O=C(NCCN1CCCCC1)c1cccc2c1C(=O)c1ccc(N3CCCC3)cc1S2(=O)=O,5%,2%
CCCCCCCCC#Cc1nc(C)ccc1OC,-28%,4%
CCN1C[C@@H]2[C@@H]3C(=O)N(C)C(=O)[C@@H]3[C@](C)(C1=O)N2C(=O)c1ccc(C(F)(F)F)cc1,6%,-2%
CCc1cc(=O)oc2c(C)c(OS(C)(=O)=O)ccc12,13%,-2%
Cc1ccc(-c2cc(C(=O)N3CCN(c4ccc(O)cc4)CC3)c3ccccc3n2)cc1,?,?
COc1ccc(Cl)cc1NS(=O)(=O)c1cccc(C(=O)NC2CCN(Cc3ccccc3)CC2)c1,?,-12%
COc1cc(/C=C2/OC(=O)c3cc([N+](=O)[O-])ccc32)cc(OC)c1OC,1%,-23%
CCNC(=O)c1ccc(=O)n(Cc2ccc(Cl)cc2Cl)c1,?,0%
CCc1ccc([C@H]2C(C(=O)O)=C[C@@H](CC3CCCC3)N2S(=O)(=O)c2ccc(C)cc2)cc1,?,-6%
CC(C)CSc1nc(N)nc2c1ncn2C1OC(CO)C(O)C1O (stereo unspecified),-2%,3%
Cc1ccc(NC(=O)CCc2ccc(S(=O)(=O)N3CCOCC3)cc2)c(Cl)c1,?,1%
O=C(Cc1ccccc1F)Nc1cccc(S(=O)(=O)N2CCOCC2)c1,-15%,1%
CCN(CC)CCCNc1nc2ccccc2c2[nH]c3ccc(OC)cc3c12,?,-2%
C[C@H](CO)N1C[C@H](C)[C@@H](CN(C)S(=O)(=O)c2ccc(F)cc2)Oc2c(NC(=O)CCC(F)(F)F)cccc2C1=O,-14%,1%
CC[C@]1(C(=O)OC)[C@H]2C(=O)N(C)C(=O)[C@H]2[C@H]2CN(C)C(=NCc3ccccc3)N21,3%,-1%
C[C@@H]1CN([C@@H](C)CO)C(=O)Cc2cc(NC(=O)Nc3cccc4ccccc34)ccc2O[C@@H]1CN(C)S(C)(=O)=O,0%,1%
COc1cccc(COc2ccc3c(C)c(Cc4ccccc4)c(=O)oc3c2)c1,?,2%
COc1ccccc1OCCNC(=O)CCS(=O)(=O)c1ccccc1,10%,2%

# Continuation.
SMILES,HCV inhibitor,Tb PYK inh
COc1ccc(NC(=O)N(CCCN2CCOCC2)Cc2cccnc2)c(OC)c1,1%,1%
NC(=NCCc1ccccc1)NC(=O)c1cc(Cl)ccc1O,-7%,-11%
Cc1cc(NC(=O)CSc2nc3c(cnn3-c3cccc(Cl)c3)c(=O)[nH]2)no1,9%,11%
COc1cc(OC)c2c3c(c(C4CCCCC4)nc2c1)CCC3,-15%,3%
Cc1nc(N)nc(N)c1-c1ccc(Cl)c(Cl)c1,?,1%
Cc1noc(C)c1NC(=O)N(C)C[C@H]1Oc2ccc(NS(=O)(=O)c3cccs3)cc2C(=O)N([C@H](C)CO)C[C@@H]1C,19%,2%
CCN(C(=O)COC(=O)CCOc1cc(C)ccc1C)c1c(N)n(Cc2ccccc2)c(=O)[nH]c1=O,1%,-1%
COc1ccc(C(=O)n2cnc3ccccc32)cc1Br,9%,1%
CN1CCN(C(=O)c2ccc3c(=O)n(CCc4ccccc4)c(=S)[nH]c3c2)CC1,?,?
Cc1ccc(NS(=O)(=O)c2ccc(NC(=O)c3ccccc3C(=O)O)cc2)cc1C,3%,1%
CC1CN(C(=O)COC(=O)c2cccc(S(=O)(=O)N3CCc4ccccc43)c2)CC(C)O1 (stereo unspecified),?,3%
Cn1c(=O)c2[nH]c(-c3ccc(S(=O)(=O)O)cc3)nc2n(C)c1=O,9%,?
CC1(OC(=O)c2cccs2)C(=O)C=C2C=C(C3CC3)OC=C2C1=O (stereo unspecified),-10%[8.37 µM],-19%
CC(C)(O)/C=C/C[C@](C)(O)C1CC[C@]2(C)C1[C@H](O[C@H]1O[C@@H](CO)[C@H](O)[C@@H](O)[C@@H]1O)CC1[C@@]3(C)CC[C@H](O)C(C)(C)C3[C@@H](O)C[C@]12C (stereo partly specified),8%,0%
O=C(CCc1ccccc1)Nc1ccc(S(=O)(=O)NC2=NCCCCC2)cc1,8%,-9%
COC(=O)C1=C(c2ccc(S(C)(=O)=O)cc2)C[C@@H]2CC[C@H]1N2C(=O)NC1CC1,12%,-5%
CCC1C(=O)C[C@H]2CCN3C(=O)CCCC1C23 (stereo partly specified),10%,2%
O=C(COc1cccc(Br)c1)Nc1ccc(Cl)c(S(=O)(=O)N2CCOCC2)c1,?,0%
COc1cc(C(=O)NCc2cccs2)ccc1OCc1c(C)noc1C,?,-6%
NC(=O)c1ccsc1NC(=O)COC(=O)CNC(=O)c1ccc(Cl)cc1,9%,-10%
CCOC(=O)CN(C(=O)COC(=O)C1=NNC(=O)CC1)c1ccc(F)cc1,1%,5%
O=C(C1=C(O)C(=O)N(CCN2CCOCC2)C1c1ccccc1)c1cccs1 (stereo unspecified),0%,-5%
Cc1ccnc(N=O)c1,8%,?
O=C(COC(=O)COc1ccc(Br)cc1)NC1CCCC1,10%,-5%
Cn1c(N2CCN(c3ccccn3)CC2)nc2c1c(=O)n(Cc1ccccc1Cl)c(=O)n2C,19%,-6%
C[C@]12C(=O)N(c3cccc(F)c3)C(=O)N1[C@H]1c3ccccc3OC[C@@H]1[C@H]2c1ccccc1,5%,-11%
O=C(O)c1cc(Cl)ccc1OS(=O)(=O)c1ccc(Cl)s1,18%,-1%
COc1ccc(-c2nn(-c3ccccc3)cc2C(=O)N2CCN(C(=O)c3ccco3)CC2)cc1,0%,-2%
O=C1c2ccccc2S(=O)(=O)c2cc(C(=O)N3CCN(C(=O)c4ccccc4)CC3)ccc21,6%,2%
C[C@@H]1CN([C@H](C)CO)C(=O)c2cccc(NS(=O)(=O)c3cccs3)c2O[C@H]1CN(C)Cc1ccccc1,?,0%
CCCNc1ncc2c(=O)[nH][nH]c(=O)c2n1,-10%,0%
O=C(CCc1ccccc1)NNC(=O)c1ccncc1,6%,-11%
CCOC(=O)C1Nc2ccccc2C2C(O)C(O)CC12 (stereo unspecified),-28%,?
O=C(c1ccccc1)C(Cc1ccccc1)N1CCOCC1 (stereo unspecified),18%,-3%
c1csc(Cc2nc(-c3ccc(-n4cccc4)cc3)no2)c1,-18%,1%
O=c1oc2ccc3ccccc3c2cc1-c1nc2ccccc2o1,-23%,-1%
CCN1C[C@@H]2[C@@H]3C(=O)N(Cc4ccccc4)C(=O)[C@@H]3[C@](C)(C1=O)N2C(=O)c1ccc(Cl)c(Cl)c1,16%,-4%
O=C(c1ccccc1)c1coc(-c2ccccc2)c1,0%,-24%
CC(=O)N(C(C)=O)c1cccc(N(Cc2ccccc2)Cc2ccccc2)c1,-27%,11%
Cc1cc2oc3ccc(NCCCn4ccnc4)cc3c(=O)c2cc1C,-19%[8.37 µM],-3%
CCn1c(=O)n(C)c2c(=O)n(C)c(=O)n(C)c21,9%,3%
CC[C@@H](C)[C@H](N)C(=O)NC[C@H]1O[C@@H](n2cnc3c(N)ncnc32)[C@H](O)[C@@H]1O,48%[activator],-2%
Cn1cnc([N+](=O)[O-])c1Sc1nc(N)nc2c1ncn2C1OC(CO)C(O)C1O (stereo unspecified),-25%,0%
C[C@@H]1COC(=O)[C@@H](NC(=O)OCC2c3ccccc3-c3ccccc32)C/C=C\C[C@@H](CC(=O)N(CCO)Cc2ccccc2)C(=O)N1,?,-7%
COC(=O)c1cc2ccc(OC)cc2c2cc(OC)c(OC)cc12,1.4µM*,4%
COc1ccc(C(=O)NNC(=O)c2ccc(F)c(S(=O)(=O)N3CCOCC3)c2)cc1,1%,-17%
